High-throughput results from PubChem.
S100A4 MyoIIA: S100A4-myosin IIA interaction inhibition; AID 652163; actives 0.14% (n = 360,000); P26447; S100A4/TAMRA-MyoIIA peptide fluorescence polarization; inhibition, % at 10.7 µM;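 active = mean inhibition of at least 70% across replicates, with every replicate also reaching that level; inconclusive = mean inhibition reaches 70% but some replicates fall short; inactive = mean inhibition below 70%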
Target sequence (P26447 whole entry, looked up): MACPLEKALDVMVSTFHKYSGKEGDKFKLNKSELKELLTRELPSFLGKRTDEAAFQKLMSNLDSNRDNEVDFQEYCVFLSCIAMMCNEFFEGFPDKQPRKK
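Assay system: human S100A4 monomer with TAMRA-labelled myosin IIA peptide / Buffer or medium: Calcium-containing HEPES buffer, pH 7.2 / Reagent: TAMRA-labelled myosin IIA heavy-chain peptide probe, 5 nM / Compound: one dose per compound / Timing: polarization read 5 min after assay mix addition, stable 5–60 min / Benchmarks: neutral control DMSO, positive control TFP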
PGC1a acetyl inh: PGC1a acetylation modulation, inhibitor mode | inhibition, % at 15.6 µM | actives 0.17% (n = 350,000) | AID 651687 | U2OS PGC1a acetylation, AlphaScreen anti-acetyl-lysine; with virally co-expressed GCN5 acetyltransferase;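 active = every replicate shows inhibition of at least 40%; inconclusive = mean inhibition at least 40% but some replicate below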;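 also: 0% = neutral control wells and 100% = positive control wells; some results beyond the cut were filed as inactive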
ERAP1 inh: ERAP1 (human) enzyme inhibition | inhibition, % at 10.7 µM | Q9NZ08 | actives 0.15% (n = 340,000) | recombinant ERAP1, Leu-AMC fluorescence, 60 min;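 active = mean replicate inhibition of at least 30%, or all replicates individually reaching that 30% level; inactive = mean below 30% and not every replicate reaching it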;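 also: 0% = neutral control wells and 100% = L-leucinethiol positive control wells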
Target sequence (Q9NZ08 whole entry, looked up): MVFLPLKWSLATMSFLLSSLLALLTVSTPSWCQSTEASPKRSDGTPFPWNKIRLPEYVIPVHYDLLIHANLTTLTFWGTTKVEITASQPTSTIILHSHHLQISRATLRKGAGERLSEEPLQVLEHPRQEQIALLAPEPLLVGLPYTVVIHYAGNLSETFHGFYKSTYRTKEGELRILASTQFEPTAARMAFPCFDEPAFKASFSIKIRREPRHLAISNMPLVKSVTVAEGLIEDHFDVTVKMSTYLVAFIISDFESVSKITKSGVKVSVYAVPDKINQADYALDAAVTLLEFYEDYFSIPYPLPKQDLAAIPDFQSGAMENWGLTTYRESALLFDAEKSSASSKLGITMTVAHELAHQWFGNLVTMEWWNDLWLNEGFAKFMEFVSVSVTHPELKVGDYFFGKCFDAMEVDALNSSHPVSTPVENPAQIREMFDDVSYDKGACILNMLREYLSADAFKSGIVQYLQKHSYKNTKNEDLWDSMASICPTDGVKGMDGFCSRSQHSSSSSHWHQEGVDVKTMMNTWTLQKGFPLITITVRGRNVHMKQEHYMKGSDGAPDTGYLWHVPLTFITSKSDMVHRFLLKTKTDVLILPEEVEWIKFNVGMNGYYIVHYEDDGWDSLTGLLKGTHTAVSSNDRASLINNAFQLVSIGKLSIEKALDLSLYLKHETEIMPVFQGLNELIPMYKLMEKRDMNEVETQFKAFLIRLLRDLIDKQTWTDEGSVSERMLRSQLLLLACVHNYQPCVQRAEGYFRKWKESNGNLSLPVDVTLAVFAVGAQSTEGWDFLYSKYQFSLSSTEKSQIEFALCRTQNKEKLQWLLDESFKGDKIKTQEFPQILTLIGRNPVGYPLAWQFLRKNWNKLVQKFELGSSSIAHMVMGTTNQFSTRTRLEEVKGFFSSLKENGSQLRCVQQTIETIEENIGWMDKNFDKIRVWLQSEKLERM
EWS-Fli inh: inhibitors of EWS/Fli oncoprotein transcriptional activity. A673 NR0B1-luciferase reporter, viability-normalised. inhibition, % at 12.6 µM. actives 0.67% (n = 350,000). AID 651661;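 active = mean inhibition of at least 50% after viability correction, with every replicate also passing that limit; inconclusive = mean reaches 50% but only one of two replicates passes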;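 also: firefly luciferase signal divided by Alamar Blue viability fluorescence both relative to DMSO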
LGR2 antag: Drosophila LGR2 receptor signaling inhibition; HEK293 LGR2, CRE-luciferase, bursicon-stimulated, 4 h; inhibition, % at 9.99 µM; actives 0.35% (n = 380,000);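 active = drop in luminescence signal, shown as inhibition above about 50% in the replicate tests, limit read from the data, passing the limit was not always enough; inconclusive = probably only some replicates passing the limit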;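 also: agonist challenge used bursicon conditioned medium at about half maximal strength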
FN deposit inh: fibronectin deposition inhibition | AH1F fibroblasts, Alexa488-fibronectin deposition fluorescence, overnight | actives 0.086% (n = 350,000) | AID 743247 | inhibition, % at 12.6 µM;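 active = mean inhibition across replicates of 30% or more, regardless of how many single replicates reach that level; inconclusive = mean under 30% yet at least half of replicates reach 30%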;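 also: positive control wells lacked labelled fibronectin entirely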
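Assay system: AH1F fibroblasts assembling fluorescent fibronectin matrix; Amount: 10000 AH1F cells per well; Buffer or medium: DMEM, 2% serum; Probe or stimulus: Alexa488-fibronectin, 24 nM final in well; Doses: single compound dose, delivered by pin transfer; Incubation: 1 h adhesion, overnight exposure; Measured by: fluorescence 485/525 nm; Read-out: fibronectin deposition inhibition.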
PAX8 inh HTS: lowers PAX8-driven luciferase in RMG-I cells; actives 1.2% (n = 360,000); RMG-I TPO-luciferase reporter, SteadyGlo, 24 h; AID 652154; inhibition, % at 12.6 µM;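 active = mean replicate inhibition at least 60% with every replicate also reaching 60%; inconclusive = only one of the two criteria is met; inactive = mean below 60% and not all replicates reaching 60%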;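 also: luciferase light reporting Pax8 driven TPO promoter activity; plate controls were median of neutral control wells for no effect and mitoxantrone controls for full effect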
PglD inh: inhibitors of Campylobacter jejuni PglD acetyltransferase | purified PglD enzyme, DTNB colorimetric CoA detection | inhibition, % at 12.5 µM | actives 0.098% (n = 360,000); in the data active = inhibition above about 16%, passing the limit was not always enough; inconclusive = no clear call, values can overlap the other calls; also: strong numbers were not always called active
* marks the source's active call; other numbers are inactive results; ? = inconclusive; · = no result given; & = joins results of further samples.

SMILES	S100A4 MyoIIA	PGC1a acetyl inh	ERAP1 inh	EWS-Fli inh	LGR2 antag	FN deposit inh	PAX8 inh HTS	PglD inh
CC/C(=N\NC(=O)c1ccncc1)C12CC3CC(CC(C3)C1)C2	·	8	·	·	·	0	13	-5
CC(C)CC(=O)N1CCN(Cc2ccccc2[N+](=O)[O-])CC1	2	11	-5	6	27	2	4	·
Cn1ccnc1C1CCCCN1Cc1nc(-c2ccc3c(c2)OCO3)no1 (stereo unspecified)	-17	-3	3	13	4	2	18	·
COCC(=O)N(C)C[C@@H]1Oc2ncc(-c3ccc(C)cc3)cc2C(=O)N([C@H](C)CO)C[C@@H]1C	3	3	2	-17	-4	8	·	3
O=[N+]([O-])c1ccc(-c2csc(N3CCCCCC3)n2)cc1	2	·	-4	-96	-30	6	-137	2
CC1(C)CC2CC(C)(CN2C(=S)Nc2ccccc2)C1 (stereo unspecified)	2	·	1	-3	-24	·	6	·
CN(CC(=O)N1CCCCCC1)S(=O)(=O)c1ccc(F)cc1	4	-2	-4	-74	12	·	-50	·
Cc1noc(C)c1NC(=O)Nc1ccc2c(c1)C(=O)N([C@H](C)CO)C[C@H](C)[C@@H](CN(C)Cc1ccncc1)OCCCC[C@@H](C)O2	3	1	2	-6	4	·	-1	-4
O=C(CNC(=O)C1CCCCC1)OCC(=O)c1ccc(Cl)s1	-1	?	-5	7	-22	-3	3	1
O=C1OC(Sc2ccccc2)(c2ccccc2)c2ccccc21 (stereo unspecified)	-3	-22	-3	4	3	9	-3	6
O=C(CN1CCOCC1)N[C@@H]1CC[C@@H](CCNC(=O)C2CCC2)O[C@H]1CO	56	17	-4	0	0	-11	5	1
COc1ccc(-c2ccc3sc4ccccc4c(=O)c3c2)cn1	4	·	3	-150	-55	-4	-198	7
COc1ccc(S(=O)(=O)N(C)C[C@H]2Oc3ncc(/C=C/c4ccccc4)cc3C(=O)N([C@H](C)CO)C[C@@H]2C)cc1	1	-10	3	16	·	·	36	3
COc1ccc(S(=O)(=O)CCC(=O)N2CCN(c3ccccc3F)CC2)cc1	6	·	-2	3	·	-18	3	·
O=[N+]([O-])c1ccccc1S(=O)(=O)N1CCCC(C(F)(F)F)C1 (stereo unspecified)	0	-11	-4	7	12	-1	19	-3
CO[C@H](CN(C)C(=O)c1cnccn1)[C@H](C)CN([C@H](C)CO)S(=O)(=O)c1ccccc1	-9	6	-2	-3	-9	-1	·	1
CC(C)NC(=O)N(C)C[C@H]1Oc2ccc(NS(C)(=O)=O)cc2C(=O)N([C@@H](C)CO)C[C@H]1C	4	16	-4	-7	6	12	-33	2
Cn1cc(/C=C(\NC(=O)c2ccccc2Cl)C(=O)N2CCOCC2)c2ccccc21	-3	3	0	-4	18	-6	22	-1
O=C(Nc1ccc(-c2cn3c(n2)SCC3)cc1)c1ccc2ccccc2n1	2	?	-3	-36	-35	-13	-107	·
Cc1cccc(N2C(=O)CC(Cn3nc(C)cc3C)C2=O)c1 (stereo unspecified)	34	-6	-3	5	0	12	15	-5
O=C(N/N=C/c1ccc2c(c1)OCO2)c1cc(-c2ccccc2)nc2ccccc12	-1	·	-9	-6	-2	18	5	·
COc1ccc(NC(=O)c2cnc(SCC(=O)NCCc3ccccc3)n(C)c2=O)cc1	0	·	1	2	-5	-4	14	0
Cc1cccc(C)c1NC(=O)COc1cccc(/C=N/NC(=O)C(=O)NCc2ccccc2)c1	4	·	2	·	-1	·	·	1
Cc1cc2c(OCC(O)CN3CCCC3)cccc2[nH]1 (stereo unspecified)	3	6	3	3	0	2	9	1
CC(C)C#Cc1ccc2c(c1)O[C@@H](CN(C)C(=O)CN(C)C)[C@@H](C)CN([C@H](C)CO)S2(=O)=O	2	3	5	-8	-4	·	-6	1

Limited to S100A4 MyoIIA (3 entries from above):
Molecule	S100A4 MyoIIA
CN(CC(=O)N1CCCCCC1)S(=O)(=O)c1ccc(F)cc1	4
Cc1noc(C)c1NC(=O)Nc1ccc2c(c1)C(=O)N([C@H](C)CO)C[C@H](C)[C@@H](CN(C)Cc1ccncc1)OCCCC[C@@H](C)O2	3
O=C(CNC(=O)C1CCCCC1)OCC(=O)c1ccc(Cl)s1	-1

Carrying on:
SMILES	S100A4 MyoIIA	PGC1a acetyl inh	ERAP1 inh	EWS-Fli inh	LGR2 antag	FN deposit inh	PAX8 inh HTS	PglD inh
C[C@H](CO)N1C[C@H](C)[C@@H](CN(C)S(=O)(=O)c2ccc(F)cc2)Oc2c(NC(=O)NC3CCCCC3)cccc2C1=O	5&-2	-7&-4	-1&-1	11&11	-3&3	-9&-8	12&27	4&-5
O=C(O)c1nn(-c2ccc(F)cc2)ccc1=O	0	2	-3	5	-14	0	-12	10
Cc1noc(C)c1NC(=O)N[C@H]1CC[C@H](CCNC(=O)C2CC2)O[C@@H]1CO	-11	1	1	-10	0	-10	-14	2
C[C@@H]1CCCCO[C@@H](CN(C)Cc2ccc3c(c2)OCO3)[C@@H](C)CN([C@@H](C)CO)C(=O)c2cc(NC(=O)NC3CCCCC3)ccc2O1	7	4	1	5	4	·	12	-1
O=C(CSc1nc2ccc(Nc3nc(N4CCOCC4)nc(N4CCOCC4)n3)cc2s1)NCc1ccco1	-1	22	-3	16	20	-9	32	6
Cc1ccc(NC(=O)N2CCC(C(=O)NCc3ccc(F)cc3)CC2)cc1	·	-18	·	·	·	-15	-11	9
COc1cc(OC)cc(-c2nc3ccccc3s2)c1	·	3	·	·	-41	0	·	3
CC(C)[C@H](NC(=O)c1ccc(F)cc1)C(=O)OCC(=O)NC(=O)c1cccn1C	12	-3	1	8	14	·	9	5
CCCCCNC(=O)C(c1ccc(OC)cc1)n1c(=O)c(-c2cc3ccccc3[nH]2)nc2ccccc21 (stereo unspecified)	0	·	·	16	7	13	26	·
CCOc1ccc(S(=O)(=O)Nc2cc(S(=O)(=O)N3CCOCC3)ccc2OC)cc1	0	11	2	-2	-19	2	-12	1
Cc1ccc(Cn2ncc(C)c2N)o1	-1	·	·	13	-20	-2	9	·
C=CCn1c(SCC(=O)c2cc(C)n(CC3CCCO3)c2C)nnc1-c1ccccc1 (stereo unspecified)	·	3	·	·	·	-3	7	11
COc1ccc(NC(=O)c2cc(S(=O)(=O)Nc3ccc(OC)cc3)cs2)cc1	-9	-24	1	18	-6	1	6	-8
C=CCc1c(OC(C)=O)c2ccccc2n(C)c1=O	-3	·	0	2	14	-13	29	-2
CC(=O)N1CCCN(C(=O)c2ccc3nc(Cc4cccc(Cl)c4)oc3c2)CC1	-1	·	-3	·	6	6	-3	-8
Cc1cc(Cn2nnnc2-c2ccncc2)cc(C)c1O	-24	0	0	8	2	-1	0	8
Cc1ccc(/C=C/C(=O)c2cc(Br)ccc2OC(=O)c2ccco2)cc1	·	-32	·	·	·	-7	-22	-13
C[C@H]1CN([C@@H](C)CO)C(=O)c2cc(/C=C/c3ccccc3)cnc2O[C@@H]1CN(C)S(=O)(=O)c1ccccc1F	3	6	0	20	-7	-7	10	1
COc1ccc2c3c(n(C)c2c1)[C@H](CO)N(C(=O)Nc1ccc(F)cc1)CC31CCN(Cc2ccccc2F)CC1	-8	4	6	10	-2	·	·	·
Cc1cc(NC(=O)c2ccc(S(=O)(=O)Nc3ccccc3)cc2)no1	·	10	·	·	·	-2	3	-3
COc1cccc(S(=O)(=O)Nc2ccc3c(c2)[C@H]2C[C@@H](CC(=O)O)O[C@H](CO)[C@H]2O3)c1	3	14	0	-1	1	-8	-3	1
CCCCCCc1c(C)c2ccc(OCC(=O)N[C@@H](Cc3ccccc3)C(=O)O)cc2oc1=O	-6	-8	32*	-1	·	·	·	3
Cc1ccc(C(=O)OCC(=O)N2CCC(c3ccccc3)=N2)cc1	8	4	0	-2	7	-1	·	-1
CCCCn1c(N)c(N(CCOC)C(=O)Cn2c(=O)oc3ccccc32)c(=O)[nH]c1=O	-1	·	2	1	0	1	·	1
CC(C)Cc1nnc(NC(=O)c2cc(S(=O)(=O)N(C)C)ccc2N2CCCC2)s1	-5	-1	2	-1	-6	-1	7	6
Next section:
SMILES	S100A4 MyoIIA	PGC1a acetyl inh	ERAP1 inh	EWS-Fli inh	LGR2 antag	FN deposit inh	PAX8 inh HTS	PglD inh
O=C(NC1CCCC1)N1CC(=O)N2[C@H](CO)[C@@H](c3ccc(-c4cccnc4)cc3)[C@H]2C1	20	-8	2	4	5	·	·	·
C[C@@H]1CN([C@H](C)CO)C(=O)c2cccc(NC(=O)c3ccc(-c4nccs4)cc3)c2O[C@H]1CN(C)Cc1ccncc1	-3	-5	-1	-8	-3	·	19	1
Cc1cccc(/C=N/NC(=O)C[n+]2ccccc2)c1	6	·	-2	-4	-2	1	-12	·
Cc1c(Cl)cccc1NC(=O)CNC(=O)c1ccc(F)cc1	28	2	-1	5	0	-2	17	-1
O=C(Nc1nnc([C@@H]2C[C@H](O)[C@@H](CO)O2)s1)c1ccccc1Cl	2	-3	1	-2	·	-6	2	-1
Cc1ccc(S(=O)(=O)N(C)C[C@H]2Oc3c(NC(=O)CCCCCC(=O)Nc4ccccc4N)cccc3C(=O)N([C@@H](C)CO)C[C@H]2C)cc1	2	4	4	·	2	·	28	·
CC(=O)N1CC2(C1)[C@H](c1ccc(-c3cccc(F)c3)cc1)[C@H](CO)N2CC1CCOCC1	2	-20	-3	5	3	·	16	·
O=C(O)c1ccc2c(c1)C(=O)N(NC(=O)c1ccccc1)C2=O	·	-3	·	·	-15	-8	·	3
Nc1cc(Cl)ccc1N1C(=O)CCC1=O	-8	·	1	0	-3	0	9	-5
CCOC(=O)N1CCN(C(=O)c2ccc3c(c2)NC(=O)/C(=C\c2ccc(OC)c(OC)c2)S3)CC1	3	-10	-3	·	-14	12	29	0
Cc1c(CC(=O)O)c(=O)oc2c(C)c3occ(-c4ccccc4)c3cc12	4	3	0	46	23	-2	18	10
C[C@H](CO)N1C[C@H](C)[C@H](CN(C)C(=O)Nc2ccccc2)Oc2c(NC(=O)NC3CCCCC3)cccc2C1=O	19	2	1	9	-17	·	8	0
CCN(CC)C(=O)c1sc2nc(-c3cccs3)cc(-c3cccs3)c2c1N	0	-13	·	-4	0	2	3	·
CCCCOC(=O)c1ccc(NC(=O)c2ocnc2C)cc1	0	1	5	-21	-36	·	·	3
CCOc1ccc(OCCC(=O)Nc2cccc(S(=O)(=O)N3CCCC3)c2)cc1	-5	7	-3	-4	1	·	9	-1
C[C@H](CO)N1C[C@H](C)[C@H](CN(C)Cc2ccncc2)Oc2ccc(NC(=O)Nc3ccc(F)cc3)cc2C1=O	-2	0	4	21	4	·	-2	3
COC(=O)[C@]1(CC(C)C)N[C@H](c2ccc(-c3ccc(OC)cc3)cc2)[C@@H]2C(=O)N(C)C(=O)[C@@H]21	1	·	-6	-8	-4	-1	6	3
CC(C)CN(C1CCS(=O)(=O)C1)S(=O)(=O)c1ccc2ccccc2c1 (stereo unspecified)	-3	·	-3	-3	-14	-1	10	3
Clc1ccc(SCCN2CCNCC2)cc1	1	·	0	-9	13	-2	-11	·
Clc1ccc(CN2CCC(Cc3ccccc3)CC2)cc1	-3	·	0	8	·	4	11	·
CCCCCNC(=O)c1nc(-c2c(F)cccc2F)oc1-c1ccccc1	-2	·	0	12	-1	4	-3	·
COc1ccc(NC(=O)COC(=O)c2cc3c(s2)CCC3)cc1	1	·	-2	·	0	·	·	0
